Compound activity: PubChem BioAssay, National Center for Advancing Translational Sciences (NCATS)
ALDH1A1 block: inhibitors of human aldehyde dehydrogenase 1A1; P00352; Purified ALDH1A1, NADH fluorescence, propionaldehyde substrate; Potency, µM (top dose mostly 75.3 µM), for inactives: at the highest dose activity, negative = inhibition, actives largely listed as inhibitors; 220,000 tested, 7.3% active; AID 1030; active = well fitted inhibition curve with a large enough effect, not every such curve was filed as active; inconclusive = small, poorly fitted or top-dose-only effect, or another doubt; inactive = no such curve, though single readings can be large or run the other way;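 also: plate controls were no enzyme wells and a reference inhibitor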
L3MBTL1 block: blocks human L3MBTL1; AlphaScreen L3MBTL1–H3K9me1 peptide binding; AID 485360; 230,000 tested, 0.66% active; Potency, µM (titrated, usually from 57.1 µM), without a hit: top-dose activity, negative = inhibition, hits mostly inhibitors; also: % is scaled to controls: 0 for no effect and ±100 for the full control effect; nearly all actives have a fitted effect of over 60% in size
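Read-out is AlphaScreen signal from streptavidin donor and nickel chelate acceptor beads (10 ug/mL final each) bridging L3MBTL1 (50 nM) and biotinylated K9-monomethylated H3(1-15) peptide (75 nM), after 30 min compound exposure at room temperature.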
RECQ1 helicase: inhibitors of human RECQ1 DNA helicase; 240,000 tested, 0.54% active; P46063; Potency, µM (top dose mostly 57.3 µM), inactives show at the highest dose activity, negative = inhibition, actives largely listed as inhibitors; RECQ1 DNA unwinding, red fluorescence kinetic read; AID 2549;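 also: plate controls were vehicle for no effect and no enzyme for full effect; nearly all actives have a fitted effect of over 30% in size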
Target sequence (P46063 whole entry, looked up): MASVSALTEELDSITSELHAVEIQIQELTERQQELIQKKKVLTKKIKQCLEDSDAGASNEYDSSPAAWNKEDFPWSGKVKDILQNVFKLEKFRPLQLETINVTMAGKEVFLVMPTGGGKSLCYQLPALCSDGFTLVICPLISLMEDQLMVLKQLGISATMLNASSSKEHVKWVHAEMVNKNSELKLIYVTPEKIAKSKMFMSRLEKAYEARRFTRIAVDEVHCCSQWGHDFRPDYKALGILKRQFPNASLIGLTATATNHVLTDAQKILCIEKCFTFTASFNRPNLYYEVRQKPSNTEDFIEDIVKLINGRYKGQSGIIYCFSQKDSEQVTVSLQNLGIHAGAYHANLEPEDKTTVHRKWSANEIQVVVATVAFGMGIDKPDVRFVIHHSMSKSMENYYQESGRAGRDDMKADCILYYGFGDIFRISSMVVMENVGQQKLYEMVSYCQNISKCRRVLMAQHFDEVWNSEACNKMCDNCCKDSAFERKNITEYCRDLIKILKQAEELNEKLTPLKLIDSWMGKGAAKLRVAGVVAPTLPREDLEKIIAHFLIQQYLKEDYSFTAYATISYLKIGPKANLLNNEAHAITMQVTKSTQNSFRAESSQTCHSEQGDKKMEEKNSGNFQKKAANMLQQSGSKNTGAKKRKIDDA
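50 nM RECQ1T1 preincubated 15 min with compound in Tris pH 8.0 buffer with MgCl2, DTT, Tween-20 and 2.5 ug/ml poly(dI-dC); started with 200 nM TAMRA/BHQ-2 forked duplex and 2 mM ATP. Unwinding read as fluorescence (525/598 nm), two reads 2 h apart.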
Lamin A splicing: modulators of lamin A splicing. HeLa LMNA splicing GFP/RFP minigene ratio, 48 h. Potency, µM (top dose mostly 46.1 µM), without a hit: at the top dose ratio change, negative = inhibition, usual class: inhibitors. 200,000 tested, 0.01% active; active = well fitted inhibition curve with a large enough effect in the signal ratio, with a control signal flat, not every such curve was filed as active; inconclusive = small, poorly fitted or top-dose-only effect, or effect the other way, or a change in a side signal; the % refers to the signal ratio; also: % is scaled to controls: 0 for no effect and ±100 for the full control effect
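S3 HeLa stable clones carrying a lamin A-EGFP splicing minigene plus DsRed2 were seeded at 600 cells/well in Opti-MEM with 2% FBS, pin-dosed and incubated 48 h at 37°C. Acumen cytometry (488 nm) gave the GFP/RFP total-intensity ratio.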
Luc counter: counter-screen: inhibitors of Kinase-Glo firefly luciferase; Q27757; Kinase-Glo luciferase, ATP luminescence, 8 min; Potency, µM (titrated, usually from 38.3 µM), inactives show top-dose activity change, negative = inhibition, usual class: inhibitors; 200,000 tested, 0.28% active; AID 1379; also: % is scaled to controls: 0 for no effect and ±100 for the full control effect; nearly all actives have a fitted effect of over 60% in size
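Kinase-Glo luciferase light output from ATP and luciferin was measured with 10 uM ATP, within the enzyme's linear range. Buffer: 50 mM imidazole pH 7.2, 50 mM KCl, 7 mM MgCl2, 0.01% Tween 20, 0.05% BSA; luminescence read after 8 min at ambient temperature.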
Tau ThT inhib: tau fibrillization inhibition (ThT binding). P10636. recombinant tau K18 P301L (four-repeat tau fragment), heparin-induced fibrillization, ThT fluorescence. Potency, µM (highest dose often 57.4 µM), without a hit: top-dose activity, negative = inhibition, most hits filed as inhibitors. 270,000 tested, 2.1% active. AID 1460; also: % is scaled to controls: 0 for no effect and ±100 for the full control effect; nearly all actives have a fitted effect of over 55% in size
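Heparin-induced (20 uM) aggregation of recombinant human K18 P301L tau, 15 uM unlabeled with 0.24 uM labeled, pH 7 acetate buffer, 6 hr at 37 C with compound. Fibrils quantified by 30 uM ThT fluorescence after 1 hr ambient incubation.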
SMN2 splice enh: enhancers of SMN2 splice variant expression; Potency, µM (titrated, usually from 46.1 µM), without a hit: top-dose activity change, positive = activation, actives largely listed as activators; HEK293 SMN2-luciferase splicing reporter, luminescence, 30-36 h; 210,000 tested, 2.8% active; also: % of control where 0% means no effect; nearly all actives have a fitted effect of over 55% in size
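HEK293 cells carry an SMN2 minigene-luciferase reporter in which exon 7 inclusion puts luciferase in frame. Cells were seeded at 2000 cells/well, attached for 10-12 hours, then exposed to compounds for 30-36 hours at 37C before ONE-Glo luminescence.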
KDM4E inh: inhibitors of human JMJD2E histone demethylase; B2RXH2; JMJD2E catalytic domain, FDH-coupled NADH fluorescence (FDH is formaldehyde dehydrogenase); Potency, µM (doses to about 57.1 µM), for the others: top-dose activity change, negative = inhibition, most hits filed as inhibitors; 230,000 tested, 1.6% active; AID 2147; active = well fitted inhibition curve with a large enough effect, not every such curve was filed as active; inconclusive = small, poorly fitted or top-dose-only effect, or another doubt; inactive = no such curve, though single readings can be large or run the other way;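 also: 0% = wells with enzyme and -100% = buffer wells without enzyme; nearly all actives have a fitted effect of over 50% in size; many of its hits are not listed in these tables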
Target sequence (B2RXH2 1-337 limits assumed): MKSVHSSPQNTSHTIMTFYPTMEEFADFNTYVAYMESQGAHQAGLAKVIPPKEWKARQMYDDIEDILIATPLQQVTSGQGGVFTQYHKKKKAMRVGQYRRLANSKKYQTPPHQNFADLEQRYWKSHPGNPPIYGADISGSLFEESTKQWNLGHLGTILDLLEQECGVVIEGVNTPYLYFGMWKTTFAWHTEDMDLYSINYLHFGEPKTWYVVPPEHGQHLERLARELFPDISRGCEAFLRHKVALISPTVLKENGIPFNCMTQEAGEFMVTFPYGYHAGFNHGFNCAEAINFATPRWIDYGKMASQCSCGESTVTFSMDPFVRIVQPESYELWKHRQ
The depositor's hits bear a star; i = inactive; u = inconclusive; x = not tested or not shown; & = joins results of further samples; [ ] = another dose, or the depositor's remark. Unless noted, calls follow the shape of the dose curve; as a rule, active = well fitted curve in the direction sought with a large enough effect; inconclusive = small, poorly fitted or top-dose-only effect, or another doubt; inactive = no such curve, though single readings can be large; an effect the other way counts as inactive or inconclusive. Potency is read from the fitted curve at half-maximal effect.

SMILES | ALDH1A1 block | L3MBTL1 block | RECQ1 helicase | Lamin A splicing | Luc counter | Tau ThT inhib | SMN2 splice enh | KDM4E inh
O=C1c2ccccc2C(=O)N1Cc1nc2ccccc2c(=O)n1CCCN1CCOCC1 | -2% | 2% | i | 17% | 2% | 1% | -3% | 4%
Cc1cc(C)c(S(C)(=O)=O)c(N(C)NC(=O)c2c(F)cccc2F)n1 | 7% | -13% | i | 12%[46 µM] | -1% | 2% | -4% | 4%
CC1(C)CC2CC(C)(CN2C(=O)c2ccc([N+](=O)[O-])cc2[N+](=O)[O-])C1 (configuration not stated) | 7% | 11% | 7% | x | 4% | -4% | -4% | -2%
CCOC(=O)C1CCN(Cc2cnc(Oc3ccc(OC)cc3)s2)CC1 | -1% | -8% | -5% | -12% | 2% | -1% | -25% | -2%
Cc1cc(CNC(=O)CC2C(=O)NCCN2Cc2ccccc2C(F)(F)F)nn1C (configuration not stated) | -11% | -2% | 12% | -2%[46 µM] | 3% | -3% | 3% | u
c1ccc2cc(-c3cc4ccccn4c3)ccc2c1 | u | x | -11% | -3% | -13% | u | 11µM* | u
O=C(Cn1cccc1)N1CCc2ccccc21 | 12% | -3% | -5% | -4% | 1% | -12% | -5% | -4%
CCC(C)(C)NC(=O)CN(Cc1cccs1)C(=O)CNS(=O)(=O)c1ccc(C)cc1 | 8% | x | i | 3% | 1% | -1% | 7% | 7%
Cc1oc(-c2cccs2)nc1CN1CCN(C(C)C)C(CCO)C1 (configuration not stated) | u | -7% | -12% | x | 3% | -4% | x | u
COc1ccccc1-c1cc(C(F)(F)F)nc(S(C)(=O)=O)n1 | -4% | x | -16% | u | -4% | -6% | 12% | u
CC(C)CN(CC(C)C)C(=O)COc1ccccc1C(N)=O | -4% | -1% | 9% | x | -2% | 1% | 2% | 6%
CCCCC(=O)NC(=S)Nc1c(C)cc(Br)cc1C | 11µM* | -1% | 3% | -3% | 4% | -13% | -7% | -2%
CC1(C)CC(=O)CC(=O)/C1=N\Nc1c(Cl)cc(Cl)cc1Cl | 6.3µM* | u | -1% | -2% | -2% | u | -3% | -4%
Cc1ncoc1C(=O)Nc1ccccc1C(N)=O | 11% | -16% | 2% | -15% | -8% | -8% | 8% | -5%
COCCNC(=O)/C(C#N)=C/c1ccc(OC(=O)c2cccs2)c(OC)c1 | u | -1% | -5% | -12%[46 µM] | 3% | u | 12% | -28%
Nc1cc(=O)[nH]c(SCC(=O)Nc2nnc(-c3ccccc3)s2)n1 | -2% | x | u | 7%[46 µM] | 0% | -9% | 20% | u
CCN(CC(=O)Nc1ccccc1OC)C(=O)COc1ccc2ccccc2c1 | -6% | -1% | i | u | 2% | -10% | 2% | -4%
OCC(O)C1OC(Nc2ccc(Br)cc2)C(O)C1O (configuration not stated) | 12% | 3% | i | 15%[46 µM] | -2% | -2% | x | 12%
CCCc1nnc(NC(=O)CSc2ncn[nH]2)s1 | -14% | 14% | i | 11% | -1% | 3% | -1% | -26%
CC(C)(C)NC(=O)C1CC(=O)OC12CCCCC2 (configuration not stated) | 4% | 2% | i | -3% | 1% | -3% | 1% | 7%
Cc1cc(C)cc(OCC(=O)OCC(=O)c2c(N)n(C)c(=O)n(C)c2=O)c1 | 0% | x | i | -3% | -5% | -12% | 6% | -5%
c1csc(-c2nn3c(-c4ccncc4)nnc3s2)c1 | 13% | 1% | -9% | 8% | 9% | -3% | -9% | 5%
CCCCN(Cc1cc2ccccc2[nH]c1=O)C(=O)c1ccccn1 | -12% | x | i | 12% | 0% | -12% | -6% | u
O=C1NC(=O)/C(=C\c2ccc(OCc3cccc([N+](=O)[O-])c3)cc2)N1 | u | x | -2% | x | 0% | u | -9% | 11%

In another format: entries from further up.
structure	ALDH1A1 block	L3MBTL1 block	RECQ1 helicase	Lamin A splicing	Luc counter	Tau ThT inhib	SMN2 splice enh	KDM4E inh
CCCCN(Cc1cc2ccccc2[nH]c1=O)C(=O)c1ccccn1	-12%	x	i	12%	0%	-12%	-6%	u
Cc1cc(C)c(S(C)(=O)=O)c(N(C)NC(=O)c2c(F)cccc2F)n1	7%	-13%	i	12%[46 µM]	-1%	2%	-4%	4%
c1ccc2cc(-c3cc4ccccn4c3)ccc2c1	u	x	-11%	-3%	-13%	u	11µM*	u

More compounds
SMILES | ALDH1A1 block | L3MBTL1 block | RECQ1 helicase | Lamin A splicing | Luc counter | Tau ThT inhib | SMN2 splice enh | KDM4E inh
CCCCC1=NN2CCS(=O)(=O)N=C2S1 | 6% | -8% | -4% | -5%[46 µM] | 6% | 8% | 8% | 3%
CC(C)(C)n1nnnc1C(c1cccs1)N(Cc1ccc(Cl)cc1)CC1CCCO1 (configuration not stated) | u | x | 2% | u | -1% | -11% | -19% | 4%
CCC1=C2CC[C@H]3C(=O)N(C)C(=O)[C@H]3[C@H]2[C@@]2(C)C(=O)N(CC3CC3)C(=O)N2C1=O | 2% | x | -3% | x | -4% | 4% | -5% | -18%
COc1ccc(Cl)cc1S(=O)(=O)Nc1cccc(C(=O)O)c1 | 4% | 3% | -4% | 0% | -8% | -2% | 4% | 7%
CC(=O)N(c1ccc(N(C(C)=O)S(=O)(=O)c2cccs2)cc1)S(=O)(=O)c1cccs1 | u | -2% | -7% | -15% | 3% | -11% | -3% | -5%
Cc1ccc(-c2nnc(SCC#CCOC(=O)c3ccco3)o2)cc1 | 4% | x | -8% | -21% | 15% | u | -2% | -2%
O=[N+]([O-])c1ccccc1S(=O)(=O)n1cnc2ccccc21 | 3% | 11% | i | x | 3% | -5% | -7% | -3%
CC(C)(C)c1nnc(SCC(=O)c2ccccc2)n(N)c1=O | 9% | -17% | 1% | u | -4% | -4% | 18% | -8%
Cc1ccc(-n2c(COc3ccccc3)n[nH]c2=S)cc1 | u | 13% | -15% | 11%[46 µM] | -2% | -8% | -9% | -28%
CC1Cc2ccccc2N1C(=O)Cn1cnc2ccccc21 (configuration not stated) | 6% | 4%[11.4 µM] | i | x | 0% | 1% | -35%[inhibitor] | 0%
N#CC1=C(SCc2ccccc2)NC2=C(C(=O)CCC2)C1c1ccc2c(c1)OCO2 (configuration not stated) | u | -17% | -13% | u | -2% | -13% | -31%[inhibitor] | u
Cc1ccc2nc(SCC(=O)Nc3ccc(F)cc3F)[nH]c2c1 | -3% | 2% | -5% | x | 6% | -12% | x | -8%
CCC(C)(CC(=O)N(C)CCC#N)c1ccccc1 (configuration not stated) | u | -12% | -10% | -6% | -3% | -5% | -7% | -2%
O=C1CC(N2CCN(c3ccccc3O)CC2)C(=O)N1Cc1ccccc1 (configuration not stated) | u | 27% | -3% | x | -1% | 15% | 9% | -15%
O=C(NNC(=S)Nc1ccccc1)NNC(=S)Nc1ccccc1 | u | -17% | i | u | -3% | 5% | 3% | -14%
Cc1ccc(-c2nnn(CC(=O)N(CC(=O)NCC3CCCO3)c3ccccc3)n2)o1 (configuration not stated) | -11% | -5% | 2% | 1% | 2% | -1% | 6% | -3%
Cc1csc(=Nc2ccccc2)n1CCCN1CCCC1=O | u | -6%[11.4 µM] | i | x | 1% | -10% | 2% | 2%
N#C/C(=N\Nc1ccc(S(=O)(=O)N2CCOCC2)cc1)C(N)=S | 3.2µM* | -12% | i | u | x | u | x | 4%
Cn1nc([N+](=O)[O-])c(C(C#N)c2ccccn2)c(Cl)c1=O (configuration not stated) | -11% | -6% | 5% | u | -6% | 8.9µM* | -14% | -7%
CC1C=CCC2C(=O)N(c3ccc(OC(=O)c4ccco4)cc3)C(=O)C12 (configuration not stated) | u | 6% | 7% | 9%[46 µM] | 0% | -8% | 6% | -7%
O=c1oc2ccccc2c(NCc2ccccc2F)c1[N+](=O)[O-] | 1.1µM* | 7% | -4% | -7% | 2% | -7% | 8% | 0%
COCC(=O)OCC(=O)Nc1cc(C)c(C)cc1[N+](=O)[O-] | -5% | 0% | -18% | 19% | -1% | -2% | 1% | 5%
O=C(N/N=C/c1cccs1)c1cc(-c2cccc3ccccc23)n[nH]1 | -1% | u | -4% | u | 4% | u | u | -9%
COc1ccc(CCNC(=O)CNCC2CCCO2)cc1OC (configuration not stated) | u | 26% | i | 12% | -2% | -4% | 6% | u
CC(=O)c1cccc(NC(=O)N2CCC(c3ccc(C)cc3)C2)c1 (configuration not stated) | -12% | x | -1% | x | x | u | x | 1%
Cc1cc(C)c2[nH]c(=O)c(C(c3nnnn3CC3CCCO3)N3CCCC(C)C3)cc2c1 (configuration not stated) | u | 7% | 14% | -4% | 0% | 32µM* | -8% | u
CCOc1cc(/C=N/NC(=O)c2cccnc2)ccc1OCC(N)=O | 6% | x | -20% | -14%[46 µM] | -1% | -13% | -8% | -1%
Nc1ccc(-c2cn3cccnc3n2)cc1 | 1% | -3%[11.4 µM] | i | -6%[46 µM] | 1% | -12% | 31% | -22%
Oc1c(C2=NCCNC(C(F)(F)F)=C2)ccc2ccccc12 | -4% | -15% | i | 7%[46 µM] | -3% | 6.3µM* | 11µM* | -26%
CCN(CC)c1ccc2c(Cl)cc(=O)oc2c1 | u | 92%[activator] | -24% | -17% | 1% | u | 13% | u
COc1ccc(NC(=O)Nc2cccc(C(F)(F)F)c2)cn1 | 9% | 0% | -20% | 1%[46 µM] | 0% | 3% | -2% | -7%
COc1cccc(N2CCN(Cc3cccnc3)CC2)c1 | -3% | -8% | -9% | 0% | 0% | -12% | 6% | u
Cc1ccc(/C=N/N2CCN(C3c4ccccc4-c4ccccc43)CC2)s1 | 8% | -12% | 3% | u | 4% | -5% | -21% | 0%
CCOC(=O)C(C)Sc1ccc2nnc(CCNS(=O)(=O)c3ccccc3)n2n1 (configuration not stated) | -8% | x | -7% | u | 0% | 1%&8% | -17% | 0%

Only part of the results is shown; the hit share may differ from the screen's.
